N370S GC mod: qHTS Assay for Inhibitors and Activators of N370S glucocerebrosidase as a Potential Chaperone Treatment of Gaucher Disease. 0.092% of 330,000 active. Lysosomal acid glucosylceramidase (Homo sapiens), P04062. Potency, µM (top dose mostly 59.4 µM), for the others: at the top dose activity change, negative = inhibition, hits mostly inhibitors. N370S GC spleen homogenate, 4MU-glucoside fluorescence;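 note: 0% = full enzyme activity and -100% = no enzyme basal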
KAT2A inh: qHTS Assay for Inhibitors of GCN5L2 | Histone acetyltransferase KAT2A (Homo sapiens), Q92830 | GCN5L2 HAT assay, ThioGlo1 CoA-SH fluorescence | Potency, µM (titrated, usually from 58.9 µM), for the others: top-dose activity change, negative = inhibition, actives largely listed as inhibitors | 0.21% of 390,000 active | AID 504327, 2011
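Titration-based screen in which CoA formation is detected via maleimide probe ThioGlo1 (50uM) turning fluorescent on thiol reaction; substrates H3(1-25) 75uM and acetyl-CoA 70uM, GCN5L2 20nM, 20 min incubation at room temperature.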
FEN1 inh: qHTS Assay for the Inhibitors of Human Flap endonuclease 1 (FEN1); Potency, µM (top dose mostly 114 µM), for the others: at the top dose activity change, negative = inhibition, usual class: inhibitors; 0.35% of 390,000 active; P39748; Recombinant FEN1 flap cleavage, fluorescence, 15 min; note: nearly all actives have a fitted effect of over 65% in size
Target sequence (P39748 whole entry, looked up): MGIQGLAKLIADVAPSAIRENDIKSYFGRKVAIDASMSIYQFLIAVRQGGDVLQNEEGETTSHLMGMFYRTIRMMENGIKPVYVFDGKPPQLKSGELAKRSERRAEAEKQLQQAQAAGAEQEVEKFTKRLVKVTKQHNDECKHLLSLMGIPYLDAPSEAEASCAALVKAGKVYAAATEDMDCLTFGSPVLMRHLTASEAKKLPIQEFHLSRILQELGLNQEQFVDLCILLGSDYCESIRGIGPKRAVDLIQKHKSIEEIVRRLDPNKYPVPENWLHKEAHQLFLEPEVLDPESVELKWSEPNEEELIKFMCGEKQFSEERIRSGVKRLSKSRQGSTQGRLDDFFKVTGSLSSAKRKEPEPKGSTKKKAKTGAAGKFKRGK
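Concentration–response screening of FEN1 (10 nM): 15 min compound preincubation at room temperature, reaction started with 50 nM substrate and read at 0 and 15 min. Corrected, normalized data were fitted by a four-parameter Hill equation.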
Starred values were filed as active, the others as inactive; u = inconclusive; x = no result given; & = joins results of further samples; [ ] = another dose, or the depositor's remark. Calls come from the whole dose curve; as a rule, active = well fitted curve in the direction sought with a large enough effect; inconclusive = small, poorly fitted or top-dose-only effect, or another doubt; inactive = no such curve, though single readings can be large; an effect the other way counts as inactive or inconclusive. Unless noted, % is set by controls: 0 for no effect and ±100 for the full control effect; potency is the fitted concentration of half-maximal effect.

SMILES	N370S GC mod	KAT2A inh	FEN1 inh
O=C(Nc1ccc(Cl)cn1)c1cccc(OCc2ccccc2)c1	3%	-4%	-23%
Cc1cc2oc(=O)cc(C)c2c(=O)o1	1%	-6%	2%
Cc1ccccc1OCc1n[nH]c(=S)n1-c1ccccc1	1%	12%	-20%
Cc1ccc(NC(=O)CSc2nc3c(c(=O)n(C)c(=O)n3C)n2C)cc1	8%	-5%	-14%
O=C(C[n+]1ccccc1)N/N=C/c1ccc(Cl)c(Cl)c1	-6%	-2%	2%
CS(=O)(=O)c1ccc(C(=O)Nc2ccc(N3CCCC3)cc2)c(Cl)c1	4%	-1%	1%
CCOc1ccccc1OCC(=O)OCC(=O)NNC(=O)c1ccc([N+](=O)[O-])cc1	-11%	-17%	-3%
O=C(c1ccc2c3c(cccc13)CC2)C1CCCN(Cc2cccnc2)C1 (stereo not drawn)	-16%	-15%	-16%
Cn1c(=O)[nH]c2cc(-c3noc(-c4ccc(F)cc4)n3)ccc21	x	1%	0%
CCCOC(=O)c1ccc2c(c1)C(=O)N(c1ccccc1)C2=O	-18%	-1%	-12%
CCc1ccc(CNC(=O)CCc2nnc(Cc3cccc(C(F)(F)F)c3)o2)nc1	19%	0%	-3%
C(=C\c1ccco1)/C=N/n1cnnc1	-5%	-18%	-4%
Cc1ccc(CNc2nc(-c3cccnc3)nc3ccccc23)cc1	u	-7%	-6%
CCc1c(C)nc(SCC(=O)c2ccc(C)c(C)c2)[nH]c1=O	14%	-1%	6%
O=C(C1CCCCN1S(=O)(=O)c1ccccc1[N+](=O)[O-])N1CCOCC1 (stereo not drawn)	-5%	0%	4%
Cc1ccc2oc(-c3cccc(N)c3)nc2c1	4%	-8%	-2%
COc1cc(/C=N/NC(=S)NCCN2CCOCC2)cc(OC)c1OC	12%	-7%	-1%
Cc1ccc(C(O)(C(=O)NNS(=O)(=O)c2ccc(C)cc2)c2ccc(C)cc2)cc1	0%	-4%	-8%
CC12CCC(C/C1=N/OC(=O)c1cccc([N+](=O)[O-])c1)C2(C)C (stereo not drawn)	17%	1%	3%
COc1ccc(/C=C/C(=O)c2ccc3c(c2)OCO3)c(OC)c1	25%	-11%	-12%
CC(C)(CO)CNC(=O)CCc1nnc(C2(c3ccc(Cl)cc3)CCC2)o1	-8%	0%	-3%
Nc1ncnc2c1[nH]c(=O)n2C1OC(CO)C(O)C1O (stereo not drawn)	13%	7%	x
CC(=O)c1cccc(NC(=O)c2c(-c3ccccc3)c(-c3ccccc3)nn(C)c2=O)c1	x	-3%	14%
O=C(CSc1nnc(-c2ccccc2)o1)NC1CCS(=O)(=O)C1 (stereo not drawn)	2%	-15%	0%
CC(C)(C)NC(=O)c1ccc(C(=O)NC(C)(C)C)cc1	3%	-3%	-15%

In the list so far, four have an NH in an aromatic ring:
SMILES	N370S GC mod	KAT2A inh	FEN1 inh
Cc1ccccc1OCc1n[nH]c(=S)n1-c1ccccc1	1%	12%	-20%
Cn1c(=O)[nH]c2cc(-c3noc(-c4ccc(F)cc4)n3)ccc21	x	1%	0%
CCc1c(C)nc(SCC(=O)c2ccc(C)c(C)c2)[nH]c1=O	14%	-1%	6%
Nc1ncnc2c1[nH]c(=O)n2C1OC(CO)C(O)C1O (stereo not drawn)	13%	7%	x

(cont.)
SMILES	N370S GC mod	KAT2A inh	FEN1 inh
O=C(O)C1C2CCC(O2)C1C(=O)Nc1cnn(Cc2ccccc2)c1 (stereo not drawn)	25%	-7%	-18%
CC(=O)c1cccc(OCc2cc(C(=O)N3C[C@H]4CC[C@H]3C4)no2)c1	5%	-2%	15%
O=C(OCCN1CCCCC1)c1cc2ccccc2o1	-3%	-1%[0.501 µM]	0%
COCCCNC(=O)c1ccc2c(c1)ncn2-c1ccc(C)cc1C	-9%	-5%	16%
CC(C)c1ccc(CN(C(=O)c2cc3ccccc3oc2=O)C2CCS(=O)(=O)C2)cc1 (stereo not drawn)	-2%	-4%&0%	-15%&-18%
O=C(COc1cccc(OC(F)F)c1)Nc1ccc(SC(F)F)cc1	-15%	-11%	-19%
O=C(CSc1n[nH]c(=O)n1C1CC1)NCc1ccccc1	-13%	-2%	3%
O=C(Nn1c(O)c(C=C2N=c3ccccc3=N2)sc1=S)c1ccccc1	-16%	-4%	-8%
COc1ccc(C(N)=S)cc1	4%	9%	-10%
C=CCn1c(SCC(=O)Nc2nnc(C)s2)nnc1C1CC1	-1%	-21%	-3%
COc1ccccc1C(=O)Nc1cccc(NC(C)=O)c1	12%[2.35 µM]	-1%	-11%
O=S(=O)(c1cnc[nH]1)N1CCN(c2ccc(Cl)cc2)CC1	1%	u	2%
O=C(NCc1cccc(F)c1)c1ccc(CN2CC(=O)N3CCCCC3C2=O)cc1 (stereo not drawn)	x	2%	1%
COc1ccc(C2CC(C(F)(F)F)n3ncc(C(=O)NCc4cccnc4)c3N2)cc1OC (stereo not drawn)	-3%	0%	-9%
CCCCCCCCCCCCCCC(F)C(=O)O (stereo not drawn)	u	-16%	x
CCCN1CCN(C(=O)C2CCN(S(=O)(=O)c3ccc4c(c3)NC(=O)C(C)S4)CC2)CC1 (stereo not drawn)	-6%	u	15%
Cc1n(C)c2cc(Cl)ccc2[n+]1Cc1ccccc1	-2%	-15%	-5%
COc1cc(/C=N/NC(=O)c2ccncc2)ccc1OCC(=O)Nc1cccc([N+](=O)[O-])c1	-4%	-5%	2%
FC(F)(F)c1ccc(CN2C[C@@H]3C(c4ccc(Cl)nc4)C4(c5cccnc5)CC3(C4)[C@H]2c2ccccc2)cc1 (stereo partly drawn)	u	-20%	u
COc1ccc(CCn2c(O)cc3nn(-c4nc5ccccc5s4)c(=O)c-3c2C)cc1	-8%	25µM*	u
O=C(O)CCCn1c(=O)[nH]c2ccccc2c1=O	5%	-3%	-16%
CCOC(=O)N1CCC(Nc2c(N3CCN(c4cc(Cl)ccc4C)CC3)c(=O)c2=O)CC1	-12%	-6%	-8%
CN(CC(=O)N1CCN(c2ccccn2)CC1)S(=O)(=O)c1cccc2nsnc12	2%	-2%	-10%
Cc1ccc(OCc2cc(C(=O)NC(C)Cc3cccnc3)no2)cc1C (stereo not drawn)	-8%	-12%	16%
O=C1CCCN1CCCNc1ccc(S(=O)(=O)N2CCCCC2)cn1	-1%	-11%	6%
(continued)
SMILES	N370S GC mod	KAT2A inh	FEN1 inh
O=C(O)c1cn(C2CC2)c2cc(N3CCNCC3)c(F)cc2c1=O	-15%	3%[21.4 µM]	x
CC(C(=O)Nc1ccc(N2CCOCC2)cc1)N1C(=O)c2ccccc2C1=O (stereo not drawn)	4%	1%	-6%
CCc1cc(C(=O)N/N=C/c2ccc(O)cc2)c2ccccc2n1	-5%	-1%	11%
COc1ccc(S(=O)(=O)N2CCC(NC(=O)N3CCOCC3)CC2)cc1	-2%	-4%	-4%
O=C(NCc1cccc(CNC(=O)c2ccco2)c1)c1ccco1	5%	1%	-7%
CCOc1ccc(C2C3=C(CCCC3=O)Nc3nc(C(F)(F)F)nn32)cc1OC (stereo not drawn)	u	0%	-5%
N#Cc1sc2nc(-c3ccccc3)cc(-c3ccco3)c2c1N	15%	-5%	u
COc1ccc(/C=C(/NC(=O)c2cccc([N+](=O)[O-])c2)C(=O)O)cc1	-3%	-5%	17%
COc1ccc(-c2cn(-c3ccccc3)nc2C(=O)O)cc1OC	-14%	-5%	-14%
COc1ccc(CC(=O)Nc2cc(Cl)ccc2N2CCCC2)cc1	14%	-11%	-7%
NC(=O)c1ccc([N+](=O)[O-])cc1SCc1ccccc1	10%	-4%	-2%
Cc1ccnc2nc(NC(=O)c3ccccc3Cl)nn12	x	-6%	-6%
CCOc1ccccc1NC(=O)CSc1ccc([N+](=O)[O-])cc1	15%	-5%	-9%
CN(Cc1ccc(OC(F)F)cc1)C(=O)C1CCN(S(=O)(=O)c2ccc3c(c2)OCCO3)CC1	x	-4%	11%
O=C(CSc1n[nH]c(-c2ccccc2Cl)n1)NCCCc1ccccc1	x	3%	17%
Cc1cc(OC(C)C(=O)NC2CC(C)(C)NC(C)(C)C2)c2c(C)cc(=O)oc2c1 (stereo not drawn)	3%	u	-18%
Cc1ccc(NC(=O)c2ccc3c(c2)[nH]c(=O)n3C(C)C)cc1	7%	0%	-2%
COc1cccc(NC(=O)c2ccn(C)n2)c1	12%	0%	1%
NC(=O)c1ccc(NC(=O)COC(=O)CCC2CCCCC2)cc1	x	0%	0%
CN(CC(=O)Nc1ccc(Cl)c(C(F)(F)F)c1)C(=O)C1CC(=O)N(CCc2ccccc2)C1 (stereo not drawn)	-5%	-1%	-9%
Cc1ccc(NC(=O)c2cc(CC(C)C)nc3ccccc23)cc1	-6%	-4%	2%
COc1ccc(Cc2nnc(NC(=O)C3CC(=O)N(c4ccccc4)C3)s2)cc1OC (stereo not drawn)	-1%	-2%	0%
COC(=O)Cn1cc(C(=O)OC)c2ccccc21	2%	-4%	10%
COC(=O)C1CC(=O)N(c2ccc(C)cc2)C1 (stereo not drawn)	5%	-9%	-11%
Nc1nnc(SCCCC(=O)c2ccccc2)s1	18%	-5%	3%

4 records drawn at random from those above, as already listed:
SMILES	N370S GC mod	KAT2A inh	FEN1 inh
Cc1cc(OC(C)C(=O)NC2CC(C)(C)NC(C)(C)C2)c2c(C)cc(=O)oc2c1 (stereo not drawn)	3%	u	-18%
O=C(NCc1cccc(CNC(=O)c2ccco2)c1)c1ccco1	5%	1%	-7%
CCc1cc(C(=O)N/N=C/c2ccc(O)cc2)c2ccccc2n1	-5%	-1%	11%
CN(CC(=O)Nc1ccc(Cl)c(C(F)(F)F)c1)C(=O)C1CC(=O)N(CCc2ccccc2)C1 (stereo not drawn)	-5%	-1%	-9%

Other structures.
SMILES	N370S GC mod	KAT2A inh	FEN1 inh
Cc1ccc(-c2nnc(NC(=O)c3c(F)cccc3Cl)s2)cc1	-1%	-4%	21%
CS(=O)(=O)c1ccc(Cl)c(NC(=O)COC(=O)COc2ccc3c(c2)CCC3)c1	1%	-8%	2%
COc1ccccc1-n1c(SCC(=O)NC(C)(C)C)nc(O)cc1=O	1%	-11%	-9%
Cc1cccc(OCC(=O)Nc2ccccc2N2CCN(C(=O)C(C)C)CC2)c1C	2%	0%	3%
CCCCc1nc2sc3c(SCCN(C)C)ncnc3c2c2c1CCC2	-15%	-7%	-4%
CCN(CC)CCOC(=O)c1ccc(NC(=O)c2cc3c(s2)-c2ccccc2OC3)cc1	x	-14%	u
CN(CC(=O)Nc1cccc(Cl)c1)S(=O)(=O)c1ccc2c(c1)n(C)c(=O)c(=O)n2C	-22%	-1%	-5%
CC(=O)N1N=C(c2ccncc2)OC12CCCCC2	3%	-23%	-1%
O=C(NCCC(=O)N1CCN(S(=O)(=O)c2ccc(F)cc2)CC1)Nc1ccccc1	x	-4%	16%
Cc1ccc2c(CC(=O)NC3=NCCS3)coc2c1	1%	-2%	-5%
COc1ccccc1-c1cc(C(F)(F)F)n2ncc(C(=O)N3CCc4ccccc4C3)c2n1	u	2%	-3%
O=C(CN1CCSc2ccccc21)N1CCCCC1	x	-5%	-3%
COc1ccccc1CNc1ccc2nnc(CCNC(=O)c3ccccc3)n2n1	3%	-1%	-5%
Cc1ccnc2c1ccc1ccccc12	-3%	-1%	-2%&-14%
O=C1/C(=C\c2cc(Br)cc(Br)c2O)SC(=S)N1Cc1ccccc1	-6%	-1%	u
CCC(NS(=O)(=O)c1cnn(CC)c1)c1ccccc1 (stereo not drawn)	2%	11%	5%
O=C(CNC(=O)C12CC3CC(CC(C3)C1)C2)NCc1ccccc1	1%	-5%	2%

An excerpt from above with just N370S GC mod and FEN1 inh.
smiles | N370S GC mod | FEN1 inh
CCCCc1nc2sc3c(SCCN(C)C)ncnc3c2c2c1CCC2 | -15% | -4%
CCN(CC)CCOC(=O)c1ccc(NC(=O)c2cc3c(s2)-c2ccccc2OC3)cc1 | x | u
CN(CC(=O)Nc1cccc(Cl)c1)S(=O)(=O)c1ccc2c(c1)n(C)c(=O)c(=O)n2C | -22% | -5%
CC(=O)N1N=C(c2ccncc2)OC12CCCCC2 | 3% | -1%

Shown as a hit in KAT2A inh (from the list above):
structure,N370S GC mod,KAT2A inh
COc1ccc(CCn2c(O)cc3nn(-c4nc5ccccc5s4)c(=O)c-3c2C)cc1,-8%,25µM*

Compound activity: PubChem BioAssay, National Center for Advancing Translational Sciences (NCATS)
